Bcl-xL primary = inhibitors of human Bcl-xL, primary screen, biochemical, fluorescence polarization, HTS; AID 2129, 2009; actives 0.7% (n = 320,000); Bcl-2-like protein 1 (Homo sapiens), Q07817; GST-Bcl-xL / FITC-Bim BH3 peptide fluorescence polarization; inhibition, % at 10.9 µM;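 active means inhibition above the mean of all tested compounds plus 3 SD, cutoff set per campaign, cut at about 30% in these data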;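 further: 0% = DMSO wells and 100% = unlabeled Bim-BH3 peptide competitor; inhibitors lower millipolarization by displacing the labeled peptide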
Target sequence (Q07817 whole entry, looked up): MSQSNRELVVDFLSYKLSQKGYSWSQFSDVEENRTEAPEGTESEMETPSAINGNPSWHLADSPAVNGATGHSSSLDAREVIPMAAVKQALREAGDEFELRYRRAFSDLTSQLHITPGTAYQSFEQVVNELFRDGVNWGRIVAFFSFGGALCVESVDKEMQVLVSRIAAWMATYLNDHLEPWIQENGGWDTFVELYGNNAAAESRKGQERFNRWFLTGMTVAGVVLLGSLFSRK
MCL1-BIM inh = inhibitors of MCL1 binding to BIM-BH3, primary screen, biochemical, fluorescence polarization; Induced myeloid leukemia cell differentiation protein Mcl-1 (Homo sapiens), Q07820; GST-MCL1 / FITC-Bim-BH3 fluorescence polarization; inhibition, % at 10.9 µM; actives 0.68% (n = 320,000);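 active means inhibition above the mean inhibition of all tested compounds plus 3 SD, set per campaign, cut at about 40% in these data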;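 further: 0% = DMSO wells and 100% = unlabeled Bim-BH3 peptide control; higher means more loss of mP so more displacement of Bim peptide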
Target sequence (Q07820 whole entry, looked up): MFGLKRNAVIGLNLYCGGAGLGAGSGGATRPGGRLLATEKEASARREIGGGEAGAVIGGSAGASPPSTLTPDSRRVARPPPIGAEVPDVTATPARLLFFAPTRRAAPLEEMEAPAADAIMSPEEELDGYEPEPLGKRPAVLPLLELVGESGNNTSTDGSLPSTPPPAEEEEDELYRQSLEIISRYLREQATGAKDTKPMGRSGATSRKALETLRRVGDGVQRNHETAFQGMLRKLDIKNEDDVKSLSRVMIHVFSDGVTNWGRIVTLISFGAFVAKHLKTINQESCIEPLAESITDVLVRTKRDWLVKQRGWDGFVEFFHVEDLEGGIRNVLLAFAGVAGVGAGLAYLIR
MEX-5 binding = MEX-5 zinc finger RNA-binding disruptors – biochemical, C. elegans, fluorescence polarization, MLPCN library, primary screen | actives 0.38% (n = 300,000) | AID 1832, 2009 | activity score (negative = inhibition of binding), % at 10 µM | MEX-5/FITC-TCR2 RNA binding; hits give low values | Zinc finger protein mex-5 (Caenorhabditis elegans), Q9XUB2;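 active means inhibition past about -25% in most replicates, and total fluorescence under double the plate's negative control median, limit read from the data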;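 further: 0% = DMSO and -100% = 5 µM competing unlabeled TCR2 RNA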
Target sequence (Q9XUB2 whole entry, looked up): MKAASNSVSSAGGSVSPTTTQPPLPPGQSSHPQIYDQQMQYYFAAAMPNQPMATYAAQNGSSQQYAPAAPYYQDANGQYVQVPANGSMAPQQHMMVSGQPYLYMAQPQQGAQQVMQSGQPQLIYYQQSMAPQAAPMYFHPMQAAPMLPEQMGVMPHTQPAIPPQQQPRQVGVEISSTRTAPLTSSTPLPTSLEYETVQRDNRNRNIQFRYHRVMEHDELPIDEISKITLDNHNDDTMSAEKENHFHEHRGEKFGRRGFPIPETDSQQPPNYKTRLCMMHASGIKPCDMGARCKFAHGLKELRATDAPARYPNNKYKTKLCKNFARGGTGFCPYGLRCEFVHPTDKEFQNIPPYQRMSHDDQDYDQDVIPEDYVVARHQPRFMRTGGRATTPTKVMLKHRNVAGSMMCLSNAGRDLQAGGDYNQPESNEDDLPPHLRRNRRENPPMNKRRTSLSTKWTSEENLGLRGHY
VLA-4 inh = inhibition in human VLA-4 binding assay, primary screen, VLA-4 allosteric modulator project, MLPCN library, flow cytometry, VLA-4 expressing cells; actives 0.2% (n = 330,000); ligand binding flow cytometry; inhibition, % (about 7 µM as worked out from the volumes in the protocol); Integrin alpha-4 (Homo sapiens), P13612; in the data active means inhibition above about 50%
GRK2 inh = compounds blocking aptamer binding on GRK2 – biochemical, human GRK2, bead flow cytometry, HTS, primary screen. Beta-adrenergic receptor kinase 1 (Homo sapiens), P25098. FAM-aptamer displacement from GRK2. actives 0.59% (n = 330,000). inhibition of aptamer binding, % at 10 µM;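 active means inhibition of aptamer binding above 40%, roughly 3 SD of noise, on plates passing a quality check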;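 further: median bead fluorescence of bound FAM aptamer so fluorescent compounds give negative values; no value below 0 was filed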
CIT2-GFP yeast = modulators of CIT2-GFP expression in yeast, primary screen, S. cerevisiae, GFP fusion, multiplex flow cytometry, MLPCN library; S. cerevisiae CIT2-GFP strain, 3 h; 100 means same as DMSO wells; GFP response vs DMSO, % at 10 µM; actives 0.065% (n = 320,000); AID 2029, 2009;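 active means GFP response relative to DMSO above a set limit, near the screen mean plus 3 SD, cut at about 150% in these data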;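 further: ratio of well median GFP fluorescence to mean of DMSO wells on the plate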
AGP1-GFP MLPCN = modulators of AGP1-GFP expression in yeast TOR pathway, primary screen, cell-based, multiplex flow cytometry, S. cerevisiae, MLPCN library; 3 h; GFP as percent of DMSO wells; GFP response vs DMSO, % at 10 µM; actives 0.02% (n = 320,000); AID 2066, 2009;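 active means GFP response relative to DMSO above a set limit, near screen average plus 3 SD, cut at about 150% in these data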;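 further: median GFP channel fluorescence of the gated AGP1 strain per well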
Yeast superoxide = reduction of superoxide in aged yeast, primary screen, HTS; actives 0.18% (n = 330,000); superoxide response (% of plate mean), % at 10 µM; S. cerevisiae aged cells, superoxide DHE fluorescence; hits give low values;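 active means superoxide response under a set limit, about three screen SD below normal, cut at about 65% in these data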;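 further: yeast aged for seven days with compound at 30 °C before DHE staining; 100% = average MFI of all compound-treated wells on the plate with controls excluded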
GLD-1 TGE inh = GLD-1/TGE RNA complex disruptors, primary screen, biochemical, fluorescence polarization; Female germline-specific tumor suppressor gld-1 (Caenorhabditis elegans), Q17339; purified GLD-1 + fluorescein TGE RNA; inhibition, % at 5.96 µM; actives 0.44% (n = 320,000); AID 2280, 2010;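 active means percent inhibition above a per-plate cutoff, the plate mean of test compounds plus 3 SD, cut at about 30% in these data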;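 further: 0% = DMSO wells with GLD-1 and probe and 100% = wells lacking GLD-1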
The depositor's hits bear a star; / = no result given; + = active, no number.

SMILES	Bcl-xL primary	MCL1-BIM inh	MEX-5 binding	VLA-4 inh	GRK2 inh	CIT2-GFP yeast	AGP1-GFP MLPCN	Yeast superoxide	GLD-1 TGE inh
CN(C)C(=O)c1c(-c2ccccc2)oc2ccc(O)cc12	6	6	0.5	0	2	97	104	113	1
Cc1c(NC(=S)NC(NC(=O)C(C)(C)C)C(Cl)(Cl)Cl)c(=O)n(-c2ccccc2)n1C (centres undefined)	3	10	1.6	-10	0	105	102	100	5
CCOc1ccc(C(=O)C[n+]2ccccc2C)cc1	4	-1	2.5	8	3	95	102	100	1
COc1cccc2c1O/C(=N\O)C(C(=O)Nc1cccc(C)c1C)C2 (centres undefined)	/	/	1.7	12	0	92	96	96	/
CC1=Nc2ccc(C)c3nc(C)cc(c23)N1c1ccc(C)cc1	3	4	0.0	25	1	101	95	119	-5
COc1ccccc1C(CCN(Cc1cccs1)C(C)=O)c1ccco1 (centres undefined)	-1	-3	-0.8	-18	3	90	97	106	-7
COc1ccc(S(=O)(=O)NCCC(=O)NCc2ccccc2)cc1	4	-2	2.1	8	0	94	98	111	7
Cc1[nH]nc(N=CC2=C(O)CC(C)(C)CC2=O)c1-c1ccc(Cl)cc1	6	4	0.5	2	1	104	102	115	2
O=S(=O)(NCc1ccc(F)cc1)c1ccc(-c2cnc(C3CC3)o2)cc1	3	10	0.2	-4	51*	109	102	118	-4
CCn1c(CC(=O)Nc2ccc(C)cc2)nnc1SCC(=O)NCc1ccccc1	5	-1	-2.3	-1	1	102	99	105	5
CCC(=O)NCCc1nc2ccccc2[nH]1	4	0	1.6	0	0	57	72	98	3
CC(C)c1ccc(N2C(=O)/C(=C/N(C)C)SC2=S)cc1	+	+	-19	-351	1	91	103	111	74*
Cn1c(CC2Sc3ccccc3NC2=O)nnc1SCC(=O)c1ccc(Cl)cc1 (centres undefined)	-4	-7	0.4	0	3	99	111	89	2
CCc1ccc(OCc2nnc(SCC(=O)Nc3cccc(C(=O)N4CCOCC4)c3)o2)cc1	2	14	-0.4	43	2	102	100	108	6
O=C(Cc1ccccc1)NN1CCCCC1	3	14	-0.5	0	0	110	107	95	4
CCOc1ccc(NC(=S)N2CCc3cc(OC)c(OC)cc3C2COc2ccc3c(C)cc(=O)oc3c2)cc1 (centres undefined)	1	7	2.4	-14	3	111	105	103	-7
CCOc1ccc(OCC)c(-c2c(=O)n(OCc3ccc(Cl)cc3)c3ccccc3[n+]2[O-])c1	5	6	0.0	7	1	94	94	97	8
CCOC(=O)c1ccc(NC2c3ccccc3C(=O)N2c2ccc(C)cn2)cc1 (centres undefined)	-1	2	-0.9	-4	2	93	94	100	-2
CC(C)CC(=O)NC(=S)Nc1ccc(F)cc1F	1	5	1.4	3	3	95	91	108	2
Cc1c(CNCCC2=CCCCC2)c(C(=O)O)c(C)n1Cc1ccccc1	10	5	0.5	-4	0	100	105	106	0
CC(C)(C)CC(=O)Nc1nnc(SCC(=O)N2CCCCC2)s1	3	-5	1.0	7	0	85	91	98	2
CC1CCCC(C)N1C(=O)Cn1cc(/C=C2/C(=O)Nc3ccccc32)c2ccccc21 (centres undefined)	-14	-12	0.6	1	0	96	98	94	-6
C=CCSc1nc(C)c(CC(=O)OCC(C)C)c(=O)[nH]1	-1	1	-1.4	-2	0	102	102	113	6
COc1ccccc1OCC(=O)Nc1ccc(S(=O)(=O)N2CCCCCC2)cc1	2	2	0.4	8	13	88	99	129	9
Cc1cccc(NS(=O)(=O)c2ccc(C(=O)N3CCC3)cc2)c1C	3	1	0.9	-6	1	104	95	103	0

Reformatted field by field: entries from further up.
> CC(C)(C)CC(=O)Nc1nnc(SCC(=O)N2CCCCC2)s1
  Bcl-xL primary: 3; MCL1-BIM inh: -5; MEX-5 binding: 1.0; VLA-4 inh: 7; GRK2 inh: 0; CIT2-GFP yeast: 85; AGP1-GFP MLPCN: 91; Yeast superoxide: 98; GLD-1 TGE inh: 2
> CC1CCCC(C)N1C(=O)Cn1cc(/C=C2/C(=O)Nc3ccccc32)c2ccccc21 (centres undefined)
  Bcl-xL primary: -14; MCL1-BIM inh: -12; MEX-5 binding: 0.6; VLA-4 inh: 1; GRK2 inh: 0; CIT2-GFP yeast: 96; AGP1-GFP MLPCN: 98; Yeast superoxide: 94; GLD-1 TGE inh: -6

(cont.)
SMILES	Bcl-xL primary	MCL1-BIM inh	MEX-5 binding	VLA-4 inh	GRK2 inh	CIT2-GFP yeast	AGP1-GFP MLPCN	Yeast superoxide	GLD-1 TGE inh
C/C(=N\Nc1cccc2cccnc12)c1ccc(C)cc1	4	2	0.8	-22	0	96	95	120	3
O=C(NCCOc1ccccc1)c1cc2ccccc2o1	3	-2	0.4	8	3	101	104	112	-1
CCOC(=O)N1CCN(CC(=O)Nc2ccc(F)c(F)c2)CC1	2	1	-1.2	-1	0	103	100	95	-1
COc1ccc(C(=S)N(C)C)cc1OC	3	11	-1.0	-2	1	116	114	94	2
Cn1nc(C(=O)Nc2nc3ccccc3[nH]2)ccc1=O	-4	-6	1.4	20	3	105	101	98	2
COc1ccccc1OCCCOc1ccc([N+](=O)[O-])cc1Cl	6	2	-0.3	19	0	88	95	90	0
CN(C)S(=O)(=O)n1cc(/C=C(\NC(=O)c2ccccc2Cl)C(=O)NCCCn2ccnc2)c2ccccc21	3	3	-1.4	0	0	108	109	83	-2
O=C(COc1ccccc1)n1nc(-c2ccc(Cl)cc2)nc1NCc1ccco1	1	-2	-2.3	-9	5	89	99	111	-6
COc1ccc(OCCCn2cc(/C=C3/C(=N)N4C=C(C)SC4=NC3=O)c3ccccc32)cc1	1	3	-6.8	4	5	91	97	104	5
CCO/N=C(\C)c1c(O)cc(C(C)C)n(-c2ccccc2)c1=O	3	-8	0.6	2	4	87	87	94	10
Cc1ccc(N(CC(=O)N(C)Cc2ccccc2)S(C)(=O)=O)cc1C	4	-2	-1.9	-6	1	100	104	106	10
COc1ccc(OC)c(NC(=O)Cc2coc3ccc(C)cc23)c1	2	2	-1.4	8	0	91	94	111	2
CCOc1cccc(-c2c(C(=O)N/N=C(\C)c3cccs3)nnn2-c2nonc2N)c1	7	0	2.9	19	1	101	107	113	-1
CN1CCN(c2ccc(NC(=O)c3ccc4ccccc4c3)cc2)CC1	-2	6	-1.3	9	0	87	96	81	-8
Cc1c(C(=O)N2CCN(c3ccccc3)CC2)oc2c(Cl)cccc12	-4	-4	/	-5	0	88	100	122	8
CCCN1C(=O)c2ccccc2NC1c1ccc(OC)c(CSc2ccccn2)c1 (centres undefined)	13	3	-0.2	-19	0	106	106	85	-2
COc1ccc(S(=O)(=O)NCCc2csc(C)n2)cc1C	-2	-7	-0.2	1	0	101	105	94	-7
O=C(NCCc1ccc(F)cc1)c1cccc(NC(=O)c2ccccc2)c1	6	-12	0.7	9	0	117	107	101	4
O=C(NCCc1ccccc1)C1CCCN(S(=O)(=O)c2cccnc2)C1 (centres undefined)	5	-2	-2.3	7	1	94	98	94	5
Cn1ncc(N=Cc2ccc([N+](=O)[O-])cc2)c1C(=O)N1CCOCC1	7	4	-1.0	0	0	104	104	93	2
COc1ccc(/C=C/C(=O)Nc2cc(C)on2)cc1	2	3	2.2	8	0	106	80	106	1
Cc1cccc(C(=O)NCc2ccc(S(N)(=O)=O)cc2)c1[N+](=O)[O-]	1	5	0.0	4	1	96	93	91	1
Cc1ccc(COC(=O)c2cc(S(=O)(=O)N3CCOCC3)ccc2C)cc1	5	9	/	13	1	97	105	82	1
CCCc1cc(=O)oc2cc(OCC(=O)NCc3ccccn3)ccc12	7	1	2.2	16	3	98	94	105	2
COc1cc2ccccc2cc1C(=O)Nc1ccc(O)cc1	12	9	-4.0	10	1	91	84	100	6
SMILES	Bcl-xL primary	MCL1-BIM inh	MEX-5 binding	VLA-4 inh	GRK2 inh	CIT2-GFP yeast	AGP1-GFP MLPCN	Yeast superoxide	GLD-1 TGE inh
O=C(O)CCCNC(=O)/C(=C\c1ccc(Cl)cc1)NC(=O)c1ccccc1Br	-1	-2	-3.2	11	0	100	97	110	-5
CCOC(=O)c1cnn(CCOC(=O)c2ccccc2)c1NC(=O)c1ccccc1	2	-6	-0.9	13	0	95	99	90	0
O=C(CSCCOc1ccccc1)NCc1ccncc1	-1	-3	1.2	20	0	102	113	90	-3
CCOc1ccccc1CN1CCN(Cc2ccc3cc(F)ccc3n2)CC1CCO (centres undefined)	/	/	-1.8	3	1	109	104	99	/
CCCCOC(=O)NS(=O)(=O)c1sc(CC(C)C)cc1-c1ccc(Cn2c(CC)nc3c(C)cc(C)nc32)cc1	0	-3	/	42	0	81	85	107	5
CCOC(=O)N1CCN(C(=O)CSCc2ccccc2)CC1	-1	-6	-0.8	-10	5	85	99	106	-3
NC(=O)c1ccc(Cn2c(C(=O)c3ccc(Cl)cc3)c3ccccc3[n+]2[O-])cc1	1	2	/	13	1	105	111	90	5
COc1cc(C(=O)NCC2CCCO2)ccc1OCc1c(C)noc1C (centres undefined)	7	8	-0.6	10	3	/	101	103	-1
O=C(NCCN1CCOCC1)c1ccc(=O)n(Cc2ccc(Cl)cc2)c1	6	5	-0.6	-2	0	106	97	89	-8
O=C(CSc1ncn(-c2ccccc2)n1)Nc1nc(-c2ccccc2)cs1	5	4	0.0	20	1	92	103	104	10
Cc1ccc(NC(=O)CSc2n[nH]c(C)c2[N+](=O)[O-])cc1	4	-1	-1.7	18	2	100	101	115	2
COC(=O)CSc1nnc(-c2ccccc2OC)o1	6	3	-0.5	4	0	102	92	102	0
Cc1ccc(C)c(-n2nnnc2Sc2nnnn2-c2ccccc2)c1	6	7	2.4	1	3	88	92	101	0
CCOc1cc(NC(=O)C2CCCCC2)c(OCC)cc1NC(=O)c1ccccn1	3	1	0.7	20	1	97	101	111	4
Fc1ccc(C2N(c3ccccc3)C(=S)N3CCCN23)cc1 (centres undefined)	-1	-3	1.0	8	0	96	100	105	1
Cc1ccc(-n2nnnc2SCC(=O)NNC(=O)c2ccco2)c(C)c1	-3	2	-2.1	3	1	/	101	95	-4
CCOC(=O)N1CCN(CC(=O)N2CCC(C(N)=O)CC2)CC1	6	8	-2.2	0	0	101	104	97	-2
COc1ccc(-n2nc3c(c2NC(=O)COc2cccc(OC)c2)CS(=O)(=O)C3)cc1	3	6	-0.9	17	0	96	102	98	4
CC1(N2CCOCC2)CC2(O)C(=[N+]1[O-])CCc1nonc12 (centres undefined)	11	12	-4.9	-3	2	98	102	111	4
CC1Nc2ncnc(N3CCN(c4ccccc4)CC3)c2N(Cc2ccccc2)C1=O (centres undefined)	6	4	-2.3	18	0	98	85	95	3
COc1cc(C(=O)Nc2sc3c(c2C(=O)O)CCC3)cc(OC)c1OC	9	5	-2.4	33	0	100	101	126	6
O=C(Nc1cc(Sc2ccccn2)cc([N+](=O)[O-])c1)c1ccc(Cl)cc1	-2	-1	-2.3	19	1	97	100	114	-5
Cc1ccc(NC(=O)c2ccccc2-c2ccccc2C(=O)O)cc1C	-1	-4	0.6	0	3	96	106	105	6

Compound activity: PubChem, several laboratories
